rTrxR1 inhibitor: rat TrxR1 inhibition; O89049; recombinant rTrxR1, NADPH fluorescence consumption, selenite substrate; Potency, µM (series often up to 114 µM), inactives show at the highest dose activity change, negative = inhibition, hits mostly inhibitors; 390,000 tested, 1% active; AID 588453; further: on the % scale 0 is the no-effect control and ±100 the full control effect; nearly all actives have a fitted effect of over 65% in size
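Rat TrxR1 (90 nM in the dispensed reagent) was pre-reduced with 400 uM NADPH for 5 min at room temperature, then incubated with compound for 15 min. After 400 uM selenite was added, NADPH fluorescence (Ex 340/Em 450 nm) was followed for 8 min.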
TrxR1 substrate: is turned over as a substrate by rat TrxR1 | purified TrxR1 substrate turnover, NADPH consumption readout | 390,000 tested, 0.01% active | O89049 | Potency, µM (top dose mostly 114 µM), for inactives: at the highest dose activity change, negative = substrate turnover; further: on the % scale 0 is the no-effect control and ±100 the full control effect; nearly all actives have a fitted effect of over 50% in size
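Rat TrxR1, dispensed at 90 nM, was prereduced with 400 uM NADPH (final) for 5 min at ~22 deg C, then incubated with compound 15 min before 400 uM selenite. A first-read NADPH fluorescence drop versus no-compound background flagged substrates.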
USP1-UAF1 inh: inhibitors of human USP1/UAF1 deubiquitinase | O94782 | recombinant USP1/UAF1, Ub-Rhodamine cleavage fluorescence | Potency, µM (doses to about 57.1 µM), inactives show top-dose activity change, negative = inhibition, hits mostly inhibitors | 390,000 tested, 0.23% active; further: on the % scale 0 is the no-effect control and ±100 the full control effect; nearly all actives have a fitted effect of over 60% in size; inactives centre near -12
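1 nM enzyme complex + cpd, 15 min RT; start with Ub-Rho 150nM final; kinetic fluorescence ex 480/em 540, 6 reads q60 s. Buffer 50mM HEPES pH 7.8, 0.5mM EDTA, 0.1 mg/ml BSA, 1mM TCEP, 0.01% Tween-20.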
Vif-A3G inh: blocks the Vif interaction with human APOBEC3G; Potency, µM (doses to about 46.1 µM), for the others: at the top dose activity, negative = active, hits mostly inhibitors; 410,000 tested, 0.076% active; Q9HC16; HeLa A3G-eYFP + Vif (tagged APOBEC3G with the HIV-1 protein that degrades it), YFP fluorescence, overnight;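 further: on the % scale 0 is the no-effect control and ±100 the full control effect; nearly all actives have a fitted effect of over 60% in size; hits raise eYFP signal because A3G escapes Vif-driven loss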
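HeLa cells stably expressing Vif and C-terminally eYFP-tagged A3G, seeded overnight at 37 deg C, then exposed to compound by pintool overnight at 37 deg C. Rise in yellow fluorescence (Ex 488/Em 500-530, Acumen) marks blocked Vif-driven A3G degradation.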
RXFP1 agonist: agonists of human relaxin receptor RXFP1; Q9HBX9; HEK293T-RXFP1 cAMP TR-FRET, 30 min; response scale: percent of porcine relaxin response, buffer zero; Potency, µM (top dose mostly 57.5 µM), without a hit: top-dose activation, actives largely listed as activators; 370,000 tested, 0.3% active; further: on the % scale 0 is the no-effect control and ±100 the full control effect; nearly all actives have a fitted effect of over 60% in size; many of its hits are not listed in these tables
Target sequence (Q9HBX9 whole entry, looked up): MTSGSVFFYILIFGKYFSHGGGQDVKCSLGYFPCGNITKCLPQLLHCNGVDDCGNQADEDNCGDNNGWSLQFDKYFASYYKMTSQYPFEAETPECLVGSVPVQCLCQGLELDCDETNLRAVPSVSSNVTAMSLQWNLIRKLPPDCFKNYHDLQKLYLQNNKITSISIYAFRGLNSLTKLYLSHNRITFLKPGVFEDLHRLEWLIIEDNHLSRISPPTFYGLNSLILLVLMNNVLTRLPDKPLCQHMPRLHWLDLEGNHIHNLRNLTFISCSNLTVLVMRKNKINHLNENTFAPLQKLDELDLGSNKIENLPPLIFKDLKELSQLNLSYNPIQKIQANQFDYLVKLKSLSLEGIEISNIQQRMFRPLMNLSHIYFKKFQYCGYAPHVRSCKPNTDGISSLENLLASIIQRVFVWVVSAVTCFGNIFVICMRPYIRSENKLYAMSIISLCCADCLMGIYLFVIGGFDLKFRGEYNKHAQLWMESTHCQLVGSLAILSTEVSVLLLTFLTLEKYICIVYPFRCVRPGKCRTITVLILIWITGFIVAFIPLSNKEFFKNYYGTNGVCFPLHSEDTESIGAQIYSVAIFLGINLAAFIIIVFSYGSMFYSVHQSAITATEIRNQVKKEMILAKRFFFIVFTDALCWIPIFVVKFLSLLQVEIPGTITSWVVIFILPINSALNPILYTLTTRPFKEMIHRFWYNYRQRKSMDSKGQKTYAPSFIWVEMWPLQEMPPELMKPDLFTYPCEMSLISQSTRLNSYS
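HEK293T cells stably expressing RXFP1 were pretreated with the PDE4 inhibitor Ro 20174, exposed to compounds for 30 min at 37C, lysed, and cAMP was read by TR-FRET. Data normalized to buffer (basal) and 29 nM porcine relaxin (100%).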
12-LOX inh: ALOX12 (human) lipoxygenase inhibition | 580,000 tested, 1.1% active | purified 12hLO, xylenol orange hydroperoxide absorbance | Potency, µM (titrated, usually from 108 µM), for inactives: top-dose activity change, negative = inhibition, most hits filed as inhibitors | P18054; further: on the % scale 0 is the no-effect control and ±100 the full control effect
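Hydroperoxide product was detected by ferrous iron/xylenol orange as the 573 to 405 nm absorbance ratio. Arachidonic acid at 40 uM (final) was turned over for 30 min at room temperature by 150 nM human 12hLO, pH 7.0 Hepes buffer, after 15 min compound preincubation.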
Vif-APOBEC3F blk: Vif-A3F binding inhibition. Potency, µM (doses to about 46.1 µM), inactives show at the highest dose activity, negative = active. AID 602313. HeLa A3F-eYFP + Vif (tagged APOBEC3F with the HIV-1 protein that degrades it), YFP fluorescence increase. 390,000 tested, 0.2% active; further: % of control where 0% means no effect; nearly all actives have a fitted effect of over 65% in size
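Fluorescence increase (Ex 488/Em 500-530) after overnight compound treatment at 37 deg C flags inhibition of Vif-driven A3F-eYFP loss in stable HeLa A3F-eYFP/Vif cells seeded overnight beforehand.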
IDH1 R132H inh: blocks human mutant IDH1 R132H enzyme. O75874. IDH1-R132H enzyme, NADPH consumption, diaphorase/resazurin fluorescence. Potency, µM (titrated, usually from 76.6 µM), for the others: top-dose activity change, negative = inhibition, actives largely listed as inhibitors. 390,000 tested, 0.093% active. AID 602179; further: on the % scale 0 is the no-effect control and ±100 the full control effect; nearly all actives have a fitted effect of over 65% in size
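IDH1-R132H (0.5 ug/mL) preincubated 30 min with compound, then NADPH (0.016 mM) and alpha-KG (2 mM) added; 80 min at RT, pH 7.5. Remaining NADPH coupled via diaphorase/resazurin to fluorescence (540/590 nm); concentration-response curves normalized to no-enzyme control.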
RGS4 inh: blocks human RGS4-accelerated GTP hydrolysis. 390,000 tested, 0.039% active. Potency, µM (highest dose often 114 µM), for inactives: at the highest dose activity change, negative = inhibition, actives largely listed as inhibitors. P49798. Transcreener GDP fluorescence polarization, RGS4-accelerated GTP hydrolysis; further: on the % scale 0 is the no-effect control and ±100 the full control effect; nearly all actives have a fitted effect of over 75% in size; some results filed as inactive show a strong effect at the top dose
Target sequence (P49798 whole entry, looked up): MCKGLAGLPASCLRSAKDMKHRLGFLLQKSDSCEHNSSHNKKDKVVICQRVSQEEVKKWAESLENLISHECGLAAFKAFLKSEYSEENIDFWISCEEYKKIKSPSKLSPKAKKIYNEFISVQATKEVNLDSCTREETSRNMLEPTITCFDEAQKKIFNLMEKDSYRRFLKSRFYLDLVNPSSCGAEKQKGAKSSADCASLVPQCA
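MLSMR compounds (23 nl, pin-transferred) preincubated 10 min at room temperature with a 500nM (2x) first reagent, then RGS4 at 900nM (2x) plus Transcreener GDP mix added; fluorescence polarization (620/688 nm) read before and after 90 min at 30 °C.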
* marks the source's active call; other numbers are inactive results; ? = inconclusive; . = not tested or not shown; & = joins results of further samples; [ ] = another dose, or the depositor's remark. The call rests on the fitted dose curve; in most records, active means well fitted curve in the direction sought with a large enough effect; inconclusive means small, poorly fitted or top-dose-only effect, or another doubt; inactive means no such curve, though single readings can be large; an effect the other way counts as inactive or inconclusive. Potency means the concentration at half of the fitted maximal effect. Not all compounds are listed; count on the stated rates, not on these rows.

SMILES	rTrxR1 inhibitor	TrxR1 substrate	USP1-UAF1 inh	Vif-A3G inh	RXFP1 agonist	12-LOX inh	Vif-APOBEC3F blk	IDH1 R132H inh	RGS4 inh
CCCCOC(=O)c1ccc(NC(c2ccc(C)cc2)P(=O)(OC)OC)cc1 (configuration not stated)	-8%	-7%	-12%	1%	0.1%	-18%	0%	3%	13%
NC(=O)c1cc([N+](=O)[O-])ccc1NCc1ccc(C(=O)O)cc1	-1%	-7%	-23%	0%	4.7%	-27%	6%	0%	2%
Cn1c(=O)c2c(n3c4ccccc4nc13)NC(=O)CC2c1cccc(Cl)c1 (configuration not stated)	-3%[57.1 µM]	10%[57.1 µM]	-2%	-14%	3.2%	-49%	-1%	-31%	-17%
CCn1c(C(C)C)n[nH]c1=S	-30%	-6%	-17%	-12%	-0.5%	-8%	-2%	-10%	-4%
NC1=NC(c2cccc(Cl)c2)N(CCc2ccc(F)cc2)C(N)=N1 (configuration not stated)	13%	-5%[57.1 µM]	-26%	5%	-0.1%	-28%	-1%	7%	7%
O=C1C=C(C#Cc2ccccc2)C[C@@H](c2ccc(F)cc2)C1	.	.	-18%	?	.	-48%	-12%	4%	.
O=C1NC(Nc2ccccn2)(C(F)(F)F)C(=O)N1c1ccc(F)cc1 (configuration not stated)	1%	1%	-8%	1%	0.4%	-17%	-10%	-1%	9%
Cc1ccc(CNc2ccc([N+](=O)[O-])cc2C(N)=O)cc1	12%	1%	-25%	0%	-0.2%	?	-3%	10%	-4%
COc1ccc(CCNC(=O)CSC2=NS(=O)(=O)c3ccccc3N2)cc1OC	23%	3%	-5%	-7%	0.1%	8%	8%	-1%	-34%
COc1cccc(C2=CC(=O)CC(C)(C)C2)c1OC	29%	1%	-20%	3%	1.2%	7%	-1%	0%	-3%
COc1ccc(CCNC(=O)COc2ccc(-c3ccc(C#N)cc3)cc2)cc1	-5%	-4%	-4%	-1%	-1.1%	-15%	-1%	1%	0%
CSCC(=O)NC1CCCc2c1cnn2-c1cc(F)cc(F)c1 (configuration not stated)	25%[11.4 µM]	-2%	-14%	0%	1.3%	1%	1%	-2%	31%
CCCOC(=O)/C(C(N)=NCc1ccccc1)=C(\O)OCCC	7%	-5%	-16%	0%	-0.5%	-20%	-22%	4%	-26%
COc1ccc(N=CC2=C(O)CC(C)(C)CC2=O)cc1OC	-3%[57.1 µM]	-1%[57.1 µM]	-18%	-2%	-1.1%	?	2%	6%	2%
O=C(C=Cc1ccccc1)c1cc(Br)ccc1O	0%[57.1 µM]	-5%	-23%	-5%	.	?	-2%	8%	-32%
CCCCOc1ccc(/C=C/C(=O)OCC(=O)NC(=O)NCC(C)C)cc1OCC	-11%	4%[0.457 µM]	-12%	1%	-1.7%	4%	-20%	4%	13%
CC(C)(C)c1ccc(OCCC(=O)NC2=NCCS2)cc1	-7%	-8%	-3%	2%	0.2%	-2%	-7%	14%	-14%
CSc1ncc(C(=O)Nc2cccc(Cl)c2)c(C)n1	7%	-3%	-25%	-1%	0.3%	0%	0%	-8%	-21%
Cc1cccc(OCC(=O)N2CCCc3ccccc32)c1	15%	-3%	-13%	-3%	0.4%	13%	2%	0%	6%
CSc1nnc(-c2sc(-c3ccccc3)nc2C)n1C	7%	118%[activator]	-1%	2%	3.1%	?	1%	7%	-6%
O=[N+]([O-])c1ccc(-c2cc(-c3ccc(Cl)cc3)n[nH]2)cc1	18%[57.1 µM]	-10%	-24%	2%	2.4%	-11%	?	7%	-50%[11.4 µM]
COc1cc(/C=N/NC(=O)CC(=O)NC2CCCCC2)ccc1O	7%	2%	-21%	0%	-1.0%	-7%	1%	-3%	20%
Cc1ccccc1C(=O)Nc1ccc(S(=O)(=O)N2CC(C)OC(C)C2)cc1 (configuration not stated)	25%	-2%	-4%	0%	-1.8%	-3%	0%	-8%	26%
COC(=O)c1cc(Br)ccc1-c1ccc(/C=N/n2nnnc2N)o1	11%	27%	-20%	-5%	2.7%	-22%	-4%	-1%	0%
CCCc1cc(=O)[nH]c(SCC(=O)N(CC)c2c(N)n(Cc3ccccc3)c(=O)[nH]c2=O)n1	-9%	-8%	-9%	1%	0.8%	-8%	8%	3%	-19%

Further entries
SMILES	rTrxR1 inhibitor	TrxR1 substrate	USP1-UAF1 inh	Vif-A3G inh	RXFP1 agonist	12-LOX inh	Vif-APOBEC3F blk	IDH1 R132H inh	RGS4 inh
COc1ccc(CNC(=O)C2CCN(S(=O)(=O)N3CC(C)CC(C)C3)CC2)cc1 (configuration not stated)	12%	2%	-16%	1%	0.9%	0%	3%	18%	-6%[56.9 µM]
CC(=O)Nc1cccc(OCC(=O)/C=C2\N(C)c3ccccc3C2(C)C)c1	-22%[57.1 µM]	2%[57.1 µM]	0%	-8%	-0.6%	-27%	-3%	1%	7%
COc1ccc(N/C=C/C(=O)c2ccc(Oc3ncccn3)cc2)cc1	15%[57.1 µM]	14%[57.1 µM]	-12%	-26%	-0.5%	0%	6%	-5%	-15%
CC(C)(C)N=C1NN=C(c2ccc(S(=O)(=O)N3CCCCC3)cc2)CS1	12%[57.1 µM]	13%[57.1 µM]	-15%	-1%	-0.2%	?	2%	-1%	-50%
CSC1=NC(C)N2C(SC)=NC(C)N12 (configuration not stated)	-2%	-5%	-2%	-3%	0.9%	0%	-4%	0%	24%
Cc1nc2cc(NC(=O)c3ccc(Br)s3)ccc2s1	4%	0%	-19%	0%	-2.3%	-28%	?	9%	-41%
Nc1ncnc2c1nc(Cl)n2[C@@H]1O[C@H](CO)[C@@H](O)[C@@H]1O	30%	24%	.	-6%	.	-23%[57.4 µM]	.	.	16%
Cc1nnc(NC(=O)CSc2nnc3c(n2)[nH]c2ccc(Br)cc23)s1	2%	6%[57.1 µM]	-19%	1%	5.3%	?	-2%	17%	-5%
COc1ccccc1N(Cc1ccccc1)S(=O)(=O)c1cccc(C(=O)Nc2ncccc2C)c1	13%	-3%	-18%	1%	-0.4%	8%	-19%	8%	-23%
COc1ccc(NC(=O)N2CCC(n3c(C)nc4cccnc43)CC2)cc1OC	7%[57.1 µM]	2%[57.1 µM]	-21%	-1%	1.2%	-10%	4%	-13%	-5%
Cc1cc(NC(=O)CN2CCN(c3ccc(O)cc3)CC2)no1	13%	11%[57.1 µM]	-16%	2%	-1.3%	?	1%	3%	-31%
CCOc1ccc(N(CC)S(=O)(=O)N2CCCC(C(=O)NCc3ccc(Cl)cc3)C2)cc1 (configuration not stated)	32%	-6%	-17%	4%	8.9%	-7%	5%	-4%	33%
c1ccc(Cc2nc(-c3ccccn3)no2)cc1	19%	-3%	0%	1%	4.5%	13%	-7%	6%	-11%
COc1cccc(NC(=O)CN(C)C(=O)Cn2[nH]c(=O)c3ccccc3c2=O)c1	5%	-4%	-27%	-7%	0.4%	0%&26%	4%	-2%	12%
Cn1cnnc1SCc1ccc(C(=O)N/N=C(\CCC(=O)O)c2ccc(C(C)(C)C)cc2)cc1	-5%	-8%	-21%	0%	-0.7%	-11%	2%	-1%	0%
CC(C)[C@H](NC(=O)N1CC(=O)Nc2ccccc21)C(=O)Nc1nccs1	14%	5%	-4%	0%	0.1%	5%	0%	-8%	34%
CCN(CC)S(=O)(=O)c1ccc(C(=O)OCC(=O)c2ccc3c(c2)NC(=O)CO3)cc1	28%	16%	-13%	4%	18%	7%[57.4 µM]	0%	4%	-4%

Gathered by group, the compounds so far with a COOH group
SMILES	rTrxR1 inhibitor	TrxR1 substrate	USP1-UAF1 inh	Vif-A3G inh	RXFP1 agonist	12-LOX inh	Vif-APOBEC3F blk	IDH1 R132H inh	RGS4 inh
NC(=O)c1cc([N+](=O)[O-])ccc1NCc1ccc(C(=O)O)cc1	-1%	-7%	-23%	0%	4.7%	-27%	6%	0%	2%
Cn1cnnc1SCc1ccc(C(=O)N/N=C(\CCC(=O)O)c2ccc(C(C)(C)C)cc2)cc1	-5%	-8%	-21%	0%	-0.7%	-11%	2%	-1%	0%

Laid out differently: results already given
> CCN(CC)S(=O)(=O)c1ccc(C(=O)OCC(=O)c2ccc3c(c2)NC(=O)CO3)cc1
  rTrxR1 inhibitor: 28%
  TrxR1 substrate: 16%
  USP1-UAF1 inh: -13%
  Vif-A3G inh: 4%
  RXFP1 agonist: 18%
  12-LOX inh: 7%[57.4 µM]
  Vif-APOBEC3F blk: 0%
  IDH1 R132H inh: 4%
  RGS4 inh: -4%

> COc1ccc(N/C=C/C(=O)c2ccc(Oc3ncccn3)cc2)cc1
  rTrxR1 inhibitor: 15%[57.1 µM]
  TrxR1 substrate: 14%[57.1 µM]
  USP1-UAF1 inh: -12%
  Vif-A3G inh: -26%
  RXFP1 agonist: -0.5%
  12-LOX inh: 0%
  Vif-APOBEC3F blk: 6%
  IDH1 R132H inh: -5%
  RGS4 inh: -15%

> Cc1cc(NC(=O)CN2CCN(c3ccc(O)cc3)CC2)no1
  rTrxR1 inhibitor: 13%
  TrxR1 substrate: 11%[57.1 µM]
  USP1-UAF1 inh: -16%
  Vif-A3G inh: 2%
  RXFP1 agonist: -1.3%
  12-LOX inh: ?
  Vif-APOBEC3F blk: 1%
  IDH1 R132H inh: 3%
  RGS4 inh: -31%

Bioassay records (PubChem BioAssay)
